Source: PubChem (several laboratories)
MITF TRPM1 inh: inhibitors of MITF-dependent TRPM1 promoter reporter, primary screen, cell-based, SK-MEL-5, single point, luciferase; actives 0.83% (n = 330,000); inhibition, % at 12.5 µM; SK-MEL-5 TRPM1 promoter luciferase, 24 h; AID 488899, 2010;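 active means mean inhibition across replicates of 60% or more, whatever share of single replicates reaches that level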; further: values of inactives mirror those of a sister screen read the other way
NR2E3 ag-1: NR2E3 agonists in two-hybrid cells, primary screen, cell-based, luminescence, CHO-S, Gal4-NCOR/VP16-NR2E3; inhibition of corepressor binding, % at 3.98 µM; Photoreceptor-specific nuclear receptor (Homo sapiens), Q9Y5X4; luciferase; AID 602229, 2012; actives 0.35% (n = 360,000);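 active means inhibition above the mean of all tested compounds plus 3 SD, cut at about 70% in these data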;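 further: 0% = DMSO with NR2E3 transfected cells and 100% = cells lacking NR2E3 construct; higher means lower luciferase signal from less NR2E3 corepressor binding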
Target sequence (Q9Y5X4 whole entry, looked up, the tested form may be a part): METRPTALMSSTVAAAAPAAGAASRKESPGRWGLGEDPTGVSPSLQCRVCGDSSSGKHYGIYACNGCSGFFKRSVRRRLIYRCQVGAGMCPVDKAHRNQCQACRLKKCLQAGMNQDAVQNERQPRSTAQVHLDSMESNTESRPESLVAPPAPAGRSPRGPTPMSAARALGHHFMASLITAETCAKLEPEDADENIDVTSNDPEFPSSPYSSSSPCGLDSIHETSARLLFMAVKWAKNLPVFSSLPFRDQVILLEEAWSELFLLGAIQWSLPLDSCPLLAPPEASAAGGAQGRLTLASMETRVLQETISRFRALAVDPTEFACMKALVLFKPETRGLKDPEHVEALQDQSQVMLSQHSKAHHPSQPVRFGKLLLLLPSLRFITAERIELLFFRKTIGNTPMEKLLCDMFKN
HIF-2a inh: HIF-2a reporter inhibitors, primary screen, luminescence, 786-0 RCC cells. 786-0 RCC cells HIF-2a reporter, luciferase luminescence, overnight. inhibition, % at 18.8 µM. actives 0.72% (n = 360,000);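 active means inhibition of the luminescence signal of 40% or more relative to plate controls, in a single-dose primary screen at 18.75 µM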
CF NFkB block: inhibitors of PAF-induced NF-kB signaling, primary screen, cell-based, GFP fluorescence, uHTS; KKLEB NF-kB-GFP reporter, GFP fluorescence overnight; inhibition, % at 5 µM; AID 588850, 2011; actives 0.86% (n = 360,000);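 active means at least 50% inhibition at 5 µM, scaled per plate between neutral and stimulator controls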;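 further: PAF is a Pseudomonas aeruginosa culture filtrate used as stimulus; plate controls were PAF-stimulated DMSO wells for no effect and unstimulated DMSO wells for full effect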
KKLEB cytotox: cytotoxicity in KKLEB CF airway cells, primary screen, cytotoxicity control for CF NF-kB inhibitor project, cell-based, uHTS, fluorescence assay plates; KKLEB CF airway cells viability, ATPlite luminescence, overnight; active compounds read low; cells stimulated with P. aeruginosa culture filtrate; activity change (cytotoxicity), % at 5 µM; actives 0.36% (n = 360,000);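 active means corrected activity change at or below -50% at 5 µM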
iPSC survival up: enhancers of single-cell hiPSC survival, primary screen, ATPlite luminescence; AID 602274, 2012; survival enhancement, % at 20 µM; actives 0.044% (n = 360,000); 100% = ROCK inhibitor wells, 0% = DMSO; in the data active means survival enhancement above about 18%;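 further: cells exposed to compounds for 16 hours before the ATP read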
NR2E3 ag-2: inhibitors of NR2E3-RetCOR corepressor binding, primary screen, NR2E3 agonist project, biochemical, TR-FRET, GST-NR2E3, biotin-RetCOR. inhibition of corepressor binding, % at 4.78 µM. 1536-well. actives 0.12% (n = 320,000). AID 2300, 2010;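 active means percent inhibition above the cutoff of mean plus 3 SD of all tested compounds, set per screening campaign, cut at about 20% in these data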;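 further: 0% = DMSO wells and 100% = biotin wells as full block of FRET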
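Material – GST-tagged NR2E3 plus biotinylated RetCOR corepressor · Quantity – NR2E3 fusion 1.35 nM · Times – 5 h incubation at 4 °C · Medium – pH 7.5 Tris-based buffer · Technique – TR-FRET, Eu(K)-anti-GST donor, streptavidin-D2 acceptor, ex 340, em 617/671 nm · Benchmarks – high control biotin, low control 0.6% DMSO · Format – 1536-well plates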
aDG glyco act: activators of alpha-DG glycosylation, primary screen, uHTS, Pro5-aDG cells, AlphaScreen | alpha-DG glycosylation AlphaScreen (IIH6); 0% Pro5, 100% B10-LARGE cell signal | activation, % at 10 µM | actives 0.22% (n = 360,000) | AID 624168, 2012;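 active means activation of at least 8% versus controls, or a plate z-score of at least 8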;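 further: Pro5 are CHO cells carrying HIG-tagged alpha-DG that lacks glycosylation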
Peg3 prom inh: Peg3 promoter-driven luciferase inhibitors, primary screen, cell-based, HeLa, luciferase luminescence; inhibition, % at 20 µM; actives 1.7% (n = 360,000); HeLa PEG-Prom luciferase reporter, overnight;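 active means inhibition of at least 50% at 20 µM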
Shn3 inh set2: reduction of Shn3 3'UTR firefly luciferase signal, primary screen, Schnurri-3 inhibitor project, cell-based, Clone20 osteoblasts, set 2; Clone20 osteoblast Shn3 3'UTR firefly luciferase, 24 h; inhibition, % at 12.5 µM; actives 0.52% (n = 360,000); AID 588674, 2011;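 active means mean inhibition of at least 75% with every replicate also reaching 75%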;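 further: 0% = median of neutral control wells and 100% = pilot-screen positive control compound; some compounds past the cut are filed as inactive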
TWEAK-Fn14 inh: inhibitors of TWEAK-Fn14 signaling, primary screen, luciferase reporter cells, uHTS; TWEAK-stimulated Fn14 reporter cells, luciferase luminescence, 8 h; inhibition, % at 10 µM; actives 2% (n = 360,000); AID 1159606, 2016; in the data active means inhibition above about 50%
An asterisk follows results filed as active; nt = no result given; & = joins results of further samples.

Below each SMILES: aDG glyco act, iPSC survival up, NR2E3 ag-2, HIF-2a inh, NR2E3 ag-1, TWEAK-Fn14 inh, CF NFkB block, Shn3 inh set2, KKLEB cytotox, MITF TRPM1 inh, Peg3 prom inh
Cc1ccc(-c2nn(CCC(=O)NC(C)C)c(=O)c3ccccc23)cc1
    0.0, -0.2, -1, -2, -19, -16, 6, -3, -14, -1, 21
CCc1noc(C)c1C(=O)NNC(=O)COc1ccc(C)c(C)c1
    0.0, -0.1, 3, 1, 6, -4, -4, -6, 0, 15, 4
O=C(NCc1csc(-c2cccs2)n1)Nc1cccc(Cl)c1
    0.0, 0.3, 5, -5, -7, 5, -9, 4, 3, -2, 6
O=C(N/N=C/c1ccco1)c1cc(C2CC2)[nH]n1
    0.0, -0.2, -7, -116, -45, -6, -2, -14, 10, -51, -96
COc1cc(NC(=O)c2ccco2)ccc1NC(=O)C(C)C
    0.2, -2.1, 5, 4, -15, -1, 3, -35, 5, -11, -35
COC(=O)C(NC(=O)c1cccnc1Cl)C(C)C (stereo not drawn)
    0.0, 0.9, -2, 16, 3, 17, 1, 3, -8, 7, 4
COc1ccc(NC(=O)Nc2ccc(F)c(Cl)c2)cc1
    0.5, -0.7, -2, -284, -79, -21, 18, -35, 1, -126, -304
CCCNC(=O)C1CCN(c2nc(C)cc(C)n2)CC1
    0.2, -0.2, 0, 6, -4, -6, 5, 2, 2, 14, 2
Cc1c(S(=O)(=O)Nc2ccc3c(c2)OCCO3)cnn1C
    0.3, -0.7, 4, 13, -3, 37, -1, -5, 5, -3, 4
COc1cc(NC(=O)c2cccs2)ccc1NC(=O)c1cc2ccccc2o1
    -0.6, -0.1, -1, -5, -9, -28, 12, 44, -16, 49, 14

Additional compounds follow.
Below each SMILES: aDG glyco act, iPSC survival up, NR2E3 ag-2, HIF-2a inh, NR2E3 ag-1, TWEAK-Fn14 inh, CF NFkB block, Shn3 inh set2, KKLEB cytotox, MITF TRPM1 inh, Peg3 prom inh
CCN(CC)CCNC(=O)CNC(=O)c1nn(-c2ccc(OC)c(OC)c2)c(=O)c2ccccc12
    0.0, -0.3, 2, 14, -11, 4, -9, -14, -6, -9, -9
O=C(c1ccccc1NS(=O)(=O)c1cccs1)N1CCCC1
    -0.2, -2.2, 0, 8, 14, -23, 4, -4, -2, 5, 6
O=C(Nc1nnc(C2CC2)s1)c1cc(Cl)sc1Cl
    -0.1, 0.1, -1, -185, -1, -2, -19, -15, 23, -7, -129
COc1ccc(NC(=S)Nc2ccccc2)cc1
    0.0&0.0, -0.5&0.5, -3&1, -52&-92, -23&-36, 8&5, -14&-16, 5&1, 2&4, -31&4, -24&-18
Cc1nc(N2CCOCC2)nc(N2CCC(C)CC2)c1[N+](=O)[O-]
    -0.1, -0.3, 4, 20, -27, -9, 29, -15, -26, 10, 10
COc1ccccc1OC(=O)CCN1c2ccccc2Sc2ccccc21
    2.8, -2.2, -4, -7, 8, -12, -6, -33, -4, -8, -22
NC(=O)c1cc(Cc2ccccc2)sc1NC(=O)c1ccco1
    -0.1, -0.3, 2, -234, -155, 12, -22, -50, 12, -109, -275
COc1ccc(CNC(=O)COC(=O)CCC(=O)c2cccs2)cc1
    0.2, 1.0, 1, 12, 3, -11, 1, -19, 2, 0, 9
Cc1ccc(-c2nnc(SCC#CCOC(=O)c3cccs3)o2)cc1
    -0.1, -3.1, -3, -114, -38, -8, 16, -40, -4, -24, -109
Cc1noc(C)c1CSCC(=O)Nc1nc2ccc(S(C)(=O)=O)cc2s1
    0.1, -0.5, -2, 10, -11, -3, 2, 0, 28, 16, 4

Next part
Below each SMILES: aDG glyco act, iPSC survival up, NR2E3 ag-2, HIF-2a inh, NR2E3 ag-1, TWEAK-Fn14 inh, CF NFkB block, Shn3 inh set2, KKLEB cytotox, MITF TRPM1 inh, Peg3 prom inh
COc1ccc(-n2ncc(N(C)n3cccc3)c(Cl)c2=O)cc1
    -0.3, -5.0, 0, -143, -147, 4, 4, -49, -7, -52, -201
CC(C)C[C@H](NC(=O)c1[nH]cnc1C(=O)N[C@@H](C)C(=O)OCc1ccccc1)C(=O)OC(C)(C)C
    0.7, -2.7, 1, 3, 12, -12, 10, 15, -12, -2, 7
O=C(CCN1C(=O)COc2ccccc21)NCCN1CCc2ccccc2C1
    -0.1, 1.4, 2, -5, 1, 11, -2, 2, 6, 15, 6
Cc1ccccc1NC(=O)COC(=O)CN1C(=O)NC(C)(C)C1=O
    -0.1, -2.3, -3, 20, -3, 0, -1, 8, -5, 1, 8
COc1ccc(OC)c(CC(=O)NC(c2ccccc2)c2ccccc2)c1
    0.0, -0.7, 0, 7, 1, 8, 8, -3, -1, 4, 17
CNC(=O)/C(C#N)=C\c1ccc(CNS(=O)(=O)c2ccccc2)o1
    -0.2, 1.2, -2, 23, -28, 0, -13, -6, 3, 6, 3
COc1ccc(N2CCN(CC(=O)N3c4ccccc4CC3C)CC2)cc1 (stereo not drawn)
    -0.1, 0.0, 1, -5, 6, 12, 11, 2, 5, 9, -1
COc1cccc(NC(=O)CN(C)C(=O)/C=C/c2ccc(S(=O)(=O)N3CCCCCC3)cc2)c1
    -0.1, 3.0, nt, 16, -6, 10, 12, 37, -12, nt, 7
O=C(CN1C(=O)S/C(=C\c2ccc(F)cc2)C1=O)NC1C=CS(=O)(=O)C1 (stereo not drawn)
    0.1, 0.2, 4, -3, -4, -47, -14, 2, -5, -3, -24
Cc1ccc(NC(=O)COc2cccnc2[N+](=O)[O-])cc1S(=O)(=O)N1CCCCC1
    0.1, -0.8, -2, 9, -28, 4, 14, 18, -1, 10, 33

Grouped by structure, those above containing four or more nitrogen atoms.
Below each SMILES: aDG glyco act, iPSC survival up, NR2E3 ag-2, HIF-2a inh, NR2E3 ag-1, TWEAK-Fn14 inh, CF NFkB block, Shn3 inh set2, KKLEB cytotox, MITF TRPM1 inh, Peg3 prom inh
O=C(N/N=C/c1ccco1)c1cc(C2CC2)[nH]n1
    0.0, -0.2, -7, -116, -45, -6, -2, -14, 10, -51, -96
CCCNC(=O)C1CCN(c2nc(C)cc(C)n2)CC1
    0.2, -0.2, 0, 6, -4, -6, 5, 2, 2, 14, 2
CCN(CC)CCNC(=O)CNC(=O)c1nn(-c2ccc(OC)c(OC)c2)c(=O)c2ccccc12
    0.0, -0.3, 2, 14, -11, 4, -9, -14, -6, -9, -9
Cc1nc(N2CCOCC2)nc(N2CCC(C)CC2)c1[N+](=O)[O-]
    -0.1, -0.3, 4, 20, -27, -9, 29, -15, -26, 10, 10
COc1ccc(-n2ncc(N(C)n3cccc3)c(Cl)c2=O)cc1
    -0.3, -5.0, 0, -143, -147, 4, 4, -49, -7, -52, -201
CC(C)C[C@H](NC(=O)c1[nH]cnc1C(=O)N[C@@H](C)C(=O)OCc1ccccc1)C(=O)OC(C)(C)C
    0.7, -2.7, 1, 3, 12, -12, 10, 15, -12, -2, 7
Cc1ccc(NC(=O)COc2cccnc2[N+](=O)[O-])cc1S(=O)(=O)N1CCCCC1
    0.1, -0.8, -2, 9, -28, 4, 14, 18, -1, 10, 33

Next entries follow:
Below each SMILES: aDG glyco act, iPSC survival up, NR2E3 ag-2, HIF-2a inh, NR2E3 ag-1, TWEAK-Fn14 inh, CF NFkB block, Shn3 inh set2, KKLEB cytotox, MITF TRPM1 inh, Peg3 prom inh
Cc1ccc(NC(=O)C2CCCN(S(=O)(=O)c3cccc4cccnc34)C2)cc1 (stereo not drawn)
    0.1, -0.5, 1, 15, -30, -5, 3, 10, 8, -11, 1
CC(C)c1ccc(NC2CCCN(C(=O)CCn3cnnn3)C2)cc1 (stereo not drawn)
    0.1, -0.3, 0, -7, -10, 9, 5, 3, -9, -4, -7
Cc1nn(-c2ccc(F)cc2)c(Cl)c1/C=C/C(=O)OCC(=O)Nc1ccc(F)cc1F
    0.0, 2.8, -3, 9, 2, -27, 3, 13, -15, -1, 10
C[C@H]1CN([C@@H](C)CO)S(=O)(=O)c2ccc(Br)cc2O[C@@H]1CN(C)C(=O)c1cccnc1
    0.2, 6.6, nt, 9, -1, -9, -3, -17, 8, nt, 5
CC(C)Cn1cc(-c2cccc3nccn23)cn1
    0.1, 3.1, nt, -16, -7, -2, 8, -6, 5, nt, -3
COc1cccc(C(=O)Nc2ccc(NC(C)=O)cc2)c1
    -0.1, 0.1, -1, -92, -16, -9, -3, -36, 4, -28, -77
CC(=O)Cc1nsc(NC(=O)c2c(-c3ccccc3Cl)noc2C)n1
    0.0, 1.3, 1, 17, 0, 3, 0, 6, 15, 10, 8
Cc1cc(S(=O)(=O)NC2CC(C)(C)NC(C)(C)C2)c(Cl)cc1Cl
    0.0, -0.3, 2, 8, 9, -17, -6, -3, 1, 4, 7
CS(=O)(=O)ON=C1CCN(S(=O)(=O)c2ccccc2)CC1
    -0.4, -0.5, 3, 17, -6, 0, 5, -18, 1, -19, 1
O=C(NCC(=O)N1CC=C(c2ccccc2)CC1)c1ccc(OC(F)F)cc1
    0.5, -0.5, nt, 7, -5, 9, 2, 15, -24, 14, 26

Further results.
Below each SMILES: aDG glyco act, iPSC survival up, NR2E3 ag-2, HIF-2a inh, NR2E3 ag-1, TWEAK-Fn14 inh, CF NFkB block, Shn3 inh set2, KKLEB cytotox, MITF TRPM1 inh, Peg3 prom inh
Cc1ccccc1C(=O)c1ccc2c(c1)n(C)c(=O)n2C
    0.1, 2.3, 2, -22, 15, -1, -38, 14, -13, 0, 8
CCOc1cc(CNn2cnnc2)cc(Cl)c1OCC(=O)NC(C)(C)C
    0.0, 0.7, -2, 12, -26, 14, 6, 3, -4, 9, -1
O=C(NNC(=O)C1CC=CCC1)c1ccccc1O (stereo not drawn)
    0.1, -0.4, 0, -65, 3, 6, 3, 4, 1, -14, -54
CCSC(=Nc1ccccc1)Nc1ccccc1
    -0.4, -0.8, 3, 12, -21, 6, 7, 10, 2, -1, 19
Oc1c(Br)cc(Br)cc1CNc1nccs1
    0.1, -0.4, nt, 16, -37, 9, 14, 6, -6, 9, 16
CCCCn1nnnc1NCc1cc(OC)c(OC)cc1OC
    0.4, 2.9, 1, 12, -2, 9, 5, 11, 2, 7, 7
O=C(COC(=O)c1ccc(Br)o1)NC1CCCCC1
    -0.1, -0.2, 9, 7, -21, -3, -2, -35, 13, -7, 1
CCOC(=O)N1CCC(NC(=O)c2ccc(CO)c(C(=O)NC3CCN(C(=O)OCC)CC3)c2)CC1
    -0.4, 0.4, -1, 11, -10, -1, 2, -23, -8, 11, 1
COc1cccc(OCc2nc3ccccc3c(=O)n2N)c1
    -0.1, -0.2, 1, -158, -46, -18, 18, -18, -16, -33, -124
